From PubChem BioAssay
ALOX15B inhib: 15-hLO-2 (ALOX15B) enzyme inhibition; AID 881; O15296; hit rate 0.56% among 110,000; purified 15hLO-2, xylenol orange hydroperoxide absorbance; Potency, µM (titrated, usually from 57.1 µM), without a hit: top-dose activity change, negative = inhibition, actives largely listed as inhibitors; further: potency means the concentration at half of the fitted maximal effect; nearly all actives have a fitted effect of over 60% in size; many of its hits are not listed in these tables
Target sequence (O15296 whole entry, looked up): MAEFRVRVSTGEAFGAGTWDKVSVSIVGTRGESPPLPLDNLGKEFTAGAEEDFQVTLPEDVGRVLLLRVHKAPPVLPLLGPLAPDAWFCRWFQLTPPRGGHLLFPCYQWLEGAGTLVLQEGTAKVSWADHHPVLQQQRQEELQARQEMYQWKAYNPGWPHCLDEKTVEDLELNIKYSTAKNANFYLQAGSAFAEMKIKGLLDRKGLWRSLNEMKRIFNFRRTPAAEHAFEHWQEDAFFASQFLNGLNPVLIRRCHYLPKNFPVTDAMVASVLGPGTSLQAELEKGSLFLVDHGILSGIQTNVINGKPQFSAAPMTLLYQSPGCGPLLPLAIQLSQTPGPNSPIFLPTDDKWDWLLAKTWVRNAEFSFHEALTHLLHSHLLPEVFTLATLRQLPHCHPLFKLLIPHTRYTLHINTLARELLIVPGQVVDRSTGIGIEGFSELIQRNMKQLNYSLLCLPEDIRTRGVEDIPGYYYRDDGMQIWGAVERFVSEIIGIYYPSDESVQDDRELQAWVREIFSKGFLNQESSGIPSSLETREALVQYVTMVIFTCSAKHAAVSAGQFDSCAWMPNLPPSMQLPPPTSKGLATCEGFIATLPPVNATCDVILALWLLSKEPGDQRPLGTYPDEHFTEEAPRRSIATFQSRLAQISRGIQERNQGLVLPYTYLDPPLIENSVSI
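Read-out: hydroperoxide product oxidises ferrous iron, measured as xylenol orange complex via the 573-to-405 nm absorbance ratio after 30 min. Reaction: 50 nM enzyme, 15 min compound preincubation, 45 uM arachidonic acid, 90 min RT, Hepes pH 7.5 with Triton X-100.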
IMPase inh: IMPase inhibition in cells | P97697 | CHO-M1 cells, IP1 accumulation, HTRF TR-FRET ratio | inhibition (IP1 accumulation), % at 46.1 µM | 120,000 tested, under 10 active; active means well fitted curve in the direction sought with a large enough effect in the signal ratio, not every such curve was filed as active; inconclusive means small, poorly fitted or top-dose-only effect, or a change in a side signal; inactive means no such curve, though single readings can be large or run the other way; the % refers to the signal ratio;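 further: cells stimulated with carbachol in lithium chloride buffer; plate controls were DMSO basal wells for no effect and reference inhibitor wells for full effect; higher means more IMPase inhibition seen as more IP1 and lower FRET ratio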
Target sequence (P97697 whole entry, looked up): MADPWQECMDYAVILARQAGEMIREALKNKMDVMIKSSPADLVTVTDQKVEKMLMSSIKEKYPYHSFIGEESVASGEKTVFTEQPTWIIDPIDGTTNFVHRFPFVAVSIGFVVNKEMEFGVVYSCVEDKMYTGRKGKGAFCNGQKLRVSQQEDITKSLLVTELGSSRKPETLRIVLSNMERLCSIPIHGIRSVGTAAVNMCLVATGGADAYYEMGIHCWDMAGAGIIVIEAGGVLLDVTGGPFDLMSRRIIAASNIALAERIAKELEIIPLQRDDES
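Measured: the HTRF emission ratio (665/620 nm) plus the 620 nm donor channel, each fitted to the Hill equation to give AC50. Cells were CHO-M1 given compounds up to 46 uM and a 30 min carbachol stimulation at 37C.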
PNC inhibitor: perinucleolar compartment assembly inhibition. PC3M PTB-GFP, PNC prevalence imaging, 16 h; active compounds read low. activity change (PNC), negative = inhibition, % at 10 µM. hit rate 3.1% among 140,000. AID 2417;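 active means readout at or below -70, meaning at least 70% loss of cells showing the perinucleolar compartment, a nuclear body marking cancer cells; inconclusive means readout between -30 and a set limit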;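 further: plate controls were DMSO wells for no effect and camptothecin positive control wells for full effect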
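Read-out is percentage of cells bearing a perinucleolar compartment, from automated 20x imaging of fixed, Hoechst-stained PC3M PTB-GFP cells. Cells were seeded 4 h, then exposed 16 h to compound (23 nl of library stock) in duplicate plates.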
12-hLO inh: inhibitors of human 12-lipoxygenase (ALOX12). P18054. Potency, µM (doses to about 57.1 µM), inactives show at the highest dose activity change, negative = inhibition, most hits filed as inhibitors. hit rate 0.12% among 150,000. AID 1452. purified 12-hLO, xylenol orange hydroperoxide absorbance; further: potency means the concentration at half of the fitted maximal effect; nearly all actives have a fitted effect of over 55% in size; many of its hits are not listed in these tables
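Purified human 12hLO (150 nM), preincubated 15 min with compound, then 40 uM arachidonic acid for 30 min, room temperature, Hepes pH 7.0 with 0.01% Triton X-100. Hydroperoxide detected by ferrous iron/xylenol orange; 573/405 nm absorbance ratio gives reaction progress.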
* marks the source's active call; other numbers are inactive results; ? = inconclusive; . = not tested or not shown; [ ] = another dose, or the depositor's remark. Unless noted, the call rests on the fitted dose curve; in most records, active means well fitted curve in the direction sought with a large enough effect; inconclusive means small, poorly fitted or top-dose-only effect, or another doubt; inactive means no such curve, though single readings can be large; an effect the other way counts as inactive or inconclusive. Unless noted, on the % scale 0 is the no-effect control and ±100 the full control effect.

SMILES	ALOX15B inhib	IMPase inh	PNC inhibitor	12-hLO inh
O=C(Cn1c(N2CCN(c3ccccc3)CC2)nc2ccccc21)c1ccccc1	15%	2	-22	-2%
CCOC(=O)C(NC(=O)c1ccccc1OCC)(Nc1ncccn1)C(F)(F)F (stereo not given)	-1%	2	9	1%
O=C(Nc1cc(NC(=O)c2ccccc2)c(C(=O)O)cc1C(=O)O)c1ccccc1	17%	.	.	1%
CCCc1nc2c(o1)CC(CC(C)SCC)CC2=O (stereo not given)	10%	-1	1	-4%
COc1ccc(/C=N/n2c(-c3ccco3)nc3ccccc3c2=O)cc1	.	0	-100*	-1%
CCC(C)/C(C)=N/NC(=O)c1cn(-c2ccccc2)nc1-c1ccccc1 (stereo not given)	.	.	27	2%
CC(C)CC(=O)NC(=S)N1CCN(c2ccc([N+](=O)[O-])cc2Cl)CC1	.	.	-29	-1%
CCOc1c(C#N)c(C#N)c2nc(C)cc(C)n12	-6%	-3	?	1%
NCCCC[C@@H]1NC(=O)c2cc([N+](=O)[O-])cc(I)c2SC[C@@H](C(N)=O)NC(=O)[C@H](Cc2ccc(O)cc2)NC1=O	.	.	17	-5%
CC(C)NC(=O)C1CCN(C(=O)N(C)C)CC1	0%	2	?	7%
Clc1cccc(NCc2nnc(SCc3ccc(Cl)cc3Cl)o2)c1	.	1	-119*	-8%
CCCCC1C(C#N)=C(C)NC2=C1C(=O)CC(C)(C)C2 (stereo not given)	-2%	3	-23	6%
CCOC(=O)CC(=O)CSc1nc2c(c(-c3cccs3)c1C#N)CCC2	.	-23	11	5%
COC(=O)c1ccc(N)c(N=CC2=C(O)CC(C)(C)CC2=O)c1	.	.	-109*	-6%
CC(=O)CC(=O)[C@@]1(O)CC[C@@H]2[C@@H]3C=C(C)C4=CC(=O)CC[C@@H]4[C@H]3CC[C@]21C	-2%[25.6 µM]	-5[20.6 µM]	.	-6%[25.6 µM]
N#CC(c1ccccc1)c1ccc2c(C(F)(F)F)cc(C(F)(F)F)nc2n1 (stereo not given)	-18%	17	7	3%
CC(C)c1ccc(-c2c(C#N)c(N)nc(SCC(=O)N3CCCCC3)c2C#N)cc1	-7%	1	48	7%
CCCn1c(C2CC(=O)N(c3cc(OC)ccc3OC)C2)nc2ccccc21 (stereo not given)	1%	-6	?	-1%
CC1CCCCN1S(=O)(=O)c1ccc(C(=O)Nc2nnc(-c3ccccc3Cl)o2)cc1 (stereo not given)	36%[activator]	-11	-27	0%
O=C(c1ccco1)N1CCC(n2nnc3ccccc32)CC1	-5%	12	35	-3%

Entries of single compounds as entered above.
`COC(=O)c1ccc(N)c(N=CC2=C(O)CC(C)(C)CC2=O)c1` is listed with ALOX15B inhib = .; IMPase inh = .; PNC inhibitor = -109*; 12-hLO inh = -6%
`CCOC(=O)C(NC(=O)c1ccccc1OCC)(Nc1ncccn1)C(F)(F)F` (stereo not given) is listed with ALOX15B inhib = -1%; IMPase inh = 2; PNC inhibitor = 9; 12-hLO inh = 1%

The results go on.
SMILES	ALOX15B inhib	IMPase inh	PNC inhibitor	12-hLO inh
O=C(CSc1ccccc1Cl)c1ccco1	-7%	5	-19	-15%
Cc1c(C)n(CC(O)CN2CCOCC2)c2ccccc12 (stereo not given)	3%	9	19	-4%
CCN(CC)CCCNc1oc(-c2cccc(Cl)c2)nc1C#N	26%	5	37	-1%
Cc1nn(Cc2ccccc2)c2c1C(c1ccc(Cl)cc1)C(C#N)=C(N)O2 (stereo not given)	.	6[0.0738 µM]	?	-9%
CC1=C(C(=O)OCC(C)C)C(c2cc3c(cc2Br)OCO3)NC(=O)N1C (stereo not given)	3%	1	-17	-2%
O=C(Nc1cccc(NC(=O)c2ccco2)c1)c1cnccn1	.	2	-15	7%
CCC(C)NCC(=O)Nc1sc2c(c1C(N)=O)CCC2 (stereo not given)	5%	-1	22	4%
C=CCNC(=O)c1onc(CSc2cccc(OC)c2)c1C(=O)O	-1%	-3	86	5%
COc1ccc2occ(C(=O)c3cccs3)c2c1	6%	-4	-22	-11%
C#CC(CC)(CC)NC(=S)Nc1cccc(C(C)=O)c1	.	7	41	1%
CCOc1ccccc1N(C(=O)CNC(=O)c1ccco1)C(C(=O)NC(C)(C)C)c1ccncc1 (stereo not given)	?	-15	4	-16%
COC(=O)c1ccc(COC(=O)CNC(=O)c2ccco2)cc1	-7%	5	?	-1%
Cc1ccc(C(C)(C)C)cc1	2%	.	.	-6%
O=C(c1ccc(Oc2ccc(C(F)(F)F)cn2)cc1)N1CCN(c2ccccc2)CC1	4%	-4	-25	-1%
Cn1c(=O)oc2cc(S(=O)(=O)NCCC(=O)N3CCc4ccccc4C3)ccc21	3%	-7	-27	8%
Cc1ccc(C(=O)Nc2ccc(C)c(S(=O)(=O)N(C)C)c2)s1	.	.	96	-1%
COCC(C)NCc1cccc(OC)c1OC (stereo not given)	-4%	2	7	7%
CCNC(=S)N/N=C/c1ccc(-c2ccccc2)o1	.	.	79	?
O=C(NCCC1=CCCCC1)c1ccc([N+](=O)[O-])cc1	.	-3	?	-3%
O=C(Nc1ccccc1C(=O)O)c1ccc(Br)o1	7%	2	-17	-8%
COc1ccc(CNC(=O)COC(=O)[C@H](Cc2c[nH]c3ccccc23)NC(=O)c2cccs2)cc1	.	6	-12	-5%
COc1ccc(-c2ccc(-c3noc(-c4ccccc4OC)n3)c(OC)n2)cc1	0%	-3	58	-6%
O=C(N1CCN(c2cccc(Cl)c2)CC1)C1(S(=O)(=O)c2ccc(Cl)cc2)CC1	10%	3	-9	-1%
Cc1ccc(OCc2nnc(SCCN3CCOCC3)n2C)cc1	-10%	-3	-9	-7%
Cc1sc2ncn(CCC(=O)O)c(=O)c2c1C	-3%	-8	?	1%
O=C(Nc1nccs1)C1Cc2ccccc2CN1S(=O)(=O)c1ccc(F)cc1 (stereo not given)	13%	3	10	-3%
COc1ccc(OC)c(NC(=O)CSc2nnc(Cn3c(=O)sc4ccccc43)n2C)c1	.	-6	-16	1%
CCOC(=O)/C(C(N)=NCCO)=C(/O)c1ccccc1	8%	-6	?	0%
Cc1cccc(N/N=C2/COC(C)(C)CC2=O)c1	.	.	?	3%
CCCOc1ccc(/C=C/C(=O)Nc2ccc([N+](=O)[O-])cc2C)cc1OC	-7%	-2	97	-1%
COc1ccccc1NS(=O)(=O)c1ccc2c(c1)n(C)c(=O)n2C	-1%	-3	7	-3%
COC(=O)[C@@H]1C[C@@]2(O)[C@@H](O)[C@@H](O)[C@@H](O)C[C@H]2N1Cc1cc(OC)cc(OC)c1	4%	.	.	-4%
CS(=O)(=O)N(CC(=O)NC1CCCCCC1)Cc1ccccc1	16%[11.4 µM]	-8[1.84 µM]	-7	-6%
Nc1ccc2c(c1)C(=O)C(=O)c1ccccc1-2	?	?	-81*	?
O=C(CNCc1ccc(F)cc1)Nc1ccccc1-c1ccccc1	.	.	24	-1%
C=CCNC(=O)c1ccccc1NC(=O)c1ccc(Cl)c(S(=O)(=O)Nc2cc(C)ccc2C)c1	-22%	1	19	1%
Cc1nnc(SCC(=O)NC(=O)NC(C)(C)C)n1N	1%	7	0	5%
Cc1cc(=O)oc(C)c1C(=O)NCCCN1C(C)CCCC1C (stereo not given)	29%	-8	-10	-4%
NC(=O)c1c(NC(=O)CN2CCCC2)sc2c1CCCC2	6%	-16	-20	2%
O=C(O)/C=C/C(=O)Nc1ccccc1SC(F)(F)F	.	4	?	-9%

An excerpt from above, showing only PNC inhibitor:
SMILES	PNC inhibitor
N#CC(c1ccccc1)c1ccc2c(C(F)(F)F)cc(C(F)(F)F)nc2n1 (stereo not given)	7
Cc1ccc(C(=O)Nc2ccc(C)c(S(=O)(=O)N(C)C)c2)s1	96

The results go on.
SMILES	ALOX15B inhib	IMPase inh	PNC inhibitor	12-hLO inh
Cc1ccc(C)c(NC(=O)/C(C#N)=C/c2cn(CC(=O)NCc3ccco3)c3ccccc23)c1	.	-4	50	-2%
CC(C)(C)c1ccc(-c2nc(C=O)c3ccccn23)cc1	-8%	5	-13	-15%
CC12CCC(c3c(C(=O)Nc4nccs4)nn(-c4ccccc4)c31)C2(C)C (stereo not given)	52%[activator]	-4	16	-5%
COc1ccc(CSc2nnnn2-c2ccccc2)cc1	-7%	0	35	-3%
COc1ccc(/C=C2\N=C3CCCCCN3C2=O)cc1OC	-27%	3	4	-15%
CCC(=O)Nc1ccc(NC(=O)CSc2nnnn2CC)cc1C	-1%	-4	-13	-4%
O=C1CCCc2c1cc(C(=O)NCc1ccco1)c(=O)n2-c1ccc(Cl)cc1	2%	-4	?	-1%
Cc1csc(NC(=O)CSc2nnc(-c3ccc(S(=O)(=O)N4CCCC4)cc3)o2)n1	-4%	0	3	0%
Cc1cc(O)cc(=O)o1	-2%	.	.	7%
Cc1ccc(N=Cc2cc3c(cc2O)OC(N)=C(C#N)C3c2ccccc2)cc1 (stereo not given)	.	8	?	-5%
Cc1ccc(S(=O)(=O)NCC(=O)N/N=C/c2ccc(Cl)cc2Cl)cc1	.	-7	13	-20%
COc1cccc(C2Nc3cc(Cl)c(S(N)(=O)=O)cc3S(=O)(=O)N2)c1 (stereo not given)	3%	4	?	-4%
COc1ccc(N2CCN(C(=O)c3ccc(C(C)(C)C)cc3)CC2)cc1	7%	5	?	-5%
CCCCOC(=O)C(C)Nc1n[nH]c(=O)[nH]c1=O (stereo not given)	-4%	-9	6	2%
CCCCn1c(SCc2cccnc2)nc2c1c(=O)n(C)c(=O)n2C	-2%	15	?	2%
CC(NC(=O)/C(C#N)=C/c1ccc(Cl)c([N+](=O)[O-])c1)c1ccccc1 (stereo not given)	.	.	-100*	-25%
Cc1ccc2nc3c(cc2c1)c(NC(=O)c1ccccn1)nn3CC(C)C	2%	-7	48	1%
O=C(CN(c1ccc(F)cc1)S(=O)(=O)c1ccc2c(c1)OCCO2)NCc1ccccc1	-3%	4	11	-2%
CCCCCc1c(C)nc(Nc2ccc(F)cc2)[nH]c1=O	-1%	10	?	-4%
CN(C)c1ccc(CNC(=O)C2CCN(S(=O)(=O)c3ccc4c(c3)CCC(=O)N4)CC2)cc1	1%	4	13	3%
COc1cccc(NC(=S)N(CCN(C)C)C(C)c2ccco2)c1 (stereo not given)	.	.	?	1%
O=C(c1ccc([N+](=O)[O-])cc1)N1CCN(C(=O)c2cccs2)CC1	.	.	19	0%
O=C(N/N=C\c1ccccc1O)c1ccccc1O	13%	-1	.	-1%
CC(C)CC(COCc1ccc(Cl)cc1)N1CCN(C(=O)c2cccc(C(F)(F)F)c2)CCC1=O (stereo not given)	.	.	?	-4%
O=C(N/N=C/c1ccco1)C1COc2ccccc2O1 (stereo not given)	.	3	28	0%
CC1CN(C(=O)C(C)Sc2nc3ccccc3s2)CC(C)O1 (stereo not given)	-2%	-3	-1	-6%
COc1cccc(NC(=O)CSc2nc3c(c(-c4ccco4)c2C#N)CCCC3)c1	-19%	3	30	5%
Fc1ccc2nc(Nc3nc4c(F)cccc4s3)sc2c1	.	-12	23	2%
Cn1c(NC(=O)C2c3ccccc3Oc3ccccc32)cc(=O)n(C)c1=O	-3%	0	?	-2%
Cc1ccc(C2=NN=C(NC(=O)CSc3nnc4c5ccccc5n(C)c4n3)SC2)cc1	.	.	27	0%
CCOc1ccc(N2CC(C(=O)NCCCN3CCOCC3)CC2=O)cc1 (stereo not given)	1%	1	-9	4%
CCC(=O)Nc1ccc(C(=O)Nc2cccc(OC)c2)cc1	2%	-5	5	5%
CCCCC(CCC(=O)Nc1ccc(C(=O)OCC)cc1)C(=O)O (stereo not given)	.	-2	-28	3%
CC(=O)C(Sc1nc(N2CCOCC2)nc(N2CCOCC2)n1)C(=O)Nc1ccccc1 (stereo not given)	1%	?	-11	-18%
Cc1nc(N)sc1-c1csc(Nc2ccccc2)n1	15%	-1	-14	-5%

Some of the compounds tested (hit frequency here may not be typical).
